Compound activity from PubChem BioAssay.
5HT1a antag = antagonists of human 5-HT1a serotonin receptor; P08908; CHO 5-HT1a Ga15 NFAT-bla reporter, antagonist mode; inhibition, % at 10 µM; actives 0.68% (n = 62,000); AID 612;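 active = inhibition above the mean of all tested compounds plus 3 SD, cut at about 43% in these data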;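 also: receptor stimulated by 5-CT agonist at 100 nM near EC80; beta-lactamase reporter measured by ratiometric fluorescence of a cleavable substrate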
Target sequence (P08908 whole entry, looked up): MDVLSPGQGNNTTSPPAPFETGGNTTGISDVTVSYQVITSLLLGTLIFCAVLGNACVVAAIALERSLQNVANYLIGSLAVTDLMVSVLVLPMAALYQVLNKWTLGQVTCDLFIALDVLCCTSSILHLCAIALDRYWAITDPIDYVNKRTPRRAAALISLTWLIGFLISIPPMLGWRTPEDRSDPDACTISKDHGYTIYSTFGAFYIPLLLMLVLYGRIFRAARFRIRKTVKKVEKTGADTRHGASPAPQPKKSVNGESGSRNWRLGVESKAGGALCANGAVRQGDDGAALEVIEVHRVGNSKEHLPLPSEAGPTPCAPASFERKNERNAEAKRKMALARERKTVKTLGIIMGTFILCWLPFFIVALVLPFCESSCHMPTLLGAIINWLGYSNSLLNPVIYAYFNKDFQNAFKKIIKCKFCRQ
5HT1E ag = agonists of human 5-HT1E serotonin receptor; P28566; CHO 5-HT1E Ga15 NFAT-bla reporter, FRET; 0% DMSO wells, 100% control agonist wells; activation, % at 6 µM; actives 0.69% (n = 65,000); AID 574;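 active = activation above a set limit, the screen-wide mean activation plus 3 SD, cut at about 8.5% in these data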;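 also: 100% = positive control agonist at 1 µM giving full maximal response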
Target sequence (P28566 whole entry, looked up): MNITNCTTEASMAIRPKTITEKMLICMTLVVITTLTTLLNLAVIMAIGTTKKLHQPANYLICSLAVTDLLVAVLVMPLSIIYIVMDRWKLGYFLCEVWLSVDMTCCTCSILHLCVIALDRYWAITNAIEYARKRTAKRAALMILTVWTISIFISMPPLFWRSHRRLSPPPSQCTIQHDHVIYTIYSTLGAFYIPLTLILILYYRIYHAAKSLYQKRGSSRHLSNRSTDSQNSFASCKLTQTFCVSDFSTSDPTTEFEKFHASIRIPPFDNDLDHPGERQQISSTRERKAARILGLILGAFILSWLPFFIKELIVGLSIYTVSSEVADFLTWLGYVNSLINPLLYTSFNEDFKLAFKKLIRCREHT
S1P3 ag = S1P3 (human) receptor agonism; AID 373; actives 0.1% (n = 60,000); activation, % at 4.5 µM; S1P3 NFAT-BLA reporter cells, FRET ratio; relative to 1 µM S1P, basal subtracted; Q99500;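 active = activation above the screen-wide mean plus 3 SD, cut at about 4.5% in these data, passing the limit was not always enough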; also: some compounds called inactive have numbers as strong as hits
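Assay system: stable CHO line with human S1P3, Gα16, NFAT-BLA reporter; Detection: FRET β-lactamase substrate fluorescence, excitation 405 nm, 460/535 nm emission ratio, background-subtracted; Read-out: percent activation versus median 1 µM S1P response, basal-subtracted, per plate; Incubation: cells plated overnight, compound 4 h 37 °C, substrate 2 h RT.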
5HT1a ag = agonists of human 5-HT1a serotonin receptor. activation, % at 10 µM. CHO 5-HT1a Ga15 NFAT-bla reporter, FRET ratio; 0% basal, 100% maximal reference agonist. P08908. AID 567. actives 0.56% (n = 65,000);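 active = activation above the screen-wide mean activation plus 3 SD, cut at about 19% in these data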;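 also: 0% = DMSO wells and 100% = 5-CT at EC100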
HTR1E antagonist = blocks the human 5-HT1E serotonin receptor; inhibition, % at 6 µM; P28566; CHO 5-HT1E Ga15 NFAT-bla reporter, FRET, antagonist; actives 0.99% (n = 65,000);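 active = inhibition above a set limit, the mean inhibition across every tested compound plus 3 SD, cut at about 29% in these data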;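 also: signal is the 460 over 535 nm emission ratio of beta-lactamase substrate; 0% = agonist plus DMSO wells and 100% = wells without agonist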
M1 antag = antagonists of rat M1 muscarinic receptor. actives 3.4% (n = 64,000). P08482. B-score at 10 µM. CHO-M1 cells, Fluo-4 calcium, ACh EC80 antagonist mode; active compounds read low;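 active = calcium fluorescence response, raw or row-and-column corrected B-score, differing from the plate sample mean either way at a set confidence level, mostly lower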
Jurkat viability = cytotoxic compounds reducing Jurkat cell viability. Jurkat E6.1 viability, ATP luminescence, 48 h. inhibition, % at 4 µM. actives 1.2% (n = 56,000);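 active = inhibition above the mean inhibition of all tested compounds plus 3 SD, cut at about 28% in these data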
S1P1 ag-PAM = activates or potentiates agonism at human S1P1 receptor; AID 449; S1P1 CRE-bla cells, forskolin, beta-lactamase FRET, potentiator mode; S1P1 agonist co-added at EC20, 2 nM; 100% = saturating reference agonist, 0% = basal; activation, % at 9.5 µM; actives 0.57% (n = 56,000); P21453;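 active = activation above a cutoff set at the mean activation of all tested compounds plus 3 SD, cut at about 54% in these data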;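 also: forskolin at 4 µM as EC80 and the EC20 agonist is SEW2871; 100% = SEW2871 at its EC100 plus forskolin at EC80; some compounds past the cut are filed as inactive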
M1 ag = activates the M1 muscarinic receptor | CHO-M1 cells, Fluo-4 calcium fluorescence, agonist mode; active compounds read high | B-score at 10 µM | actives 3% (n = 64,000) | AID 626;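 active = fluorescence rise, raw or as B-score row- and column-corrected plate score, outside the 99.7% band of its plate's samples, either direction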
* marks the source's active call; other numbers are inactive results.

For Cc1occc1-c1nnc(SCC(=O)N2CCN(c3ccc(F)cc3)CC2)n1C the results were 5HT1a antag -7, 5HT1E ag 0.4, S1P3 ag -1.1, 5HT1a ag 0.1, HTR1E antagonist -8, M1 antag 0.27, Jurkat viability 2, S1P1 ag-PAM 1 and M1 ag 0.11.
For COc1cccc(-n2nc(C(=O)O)c3ccccc3c2=O)c1 the results were 5HT1a antag 6, 5HT1E ag -0.8, S1P3 ag -0.5, 5HT1a ag -0.6, HTR1E antagonist 4, M1 antag 0.39, Jurkat viability 8, S1P1 ag-PAM -2 and M1 ag 0.57.
O=C(COC(=O)c1ccco1)Nc1ccc(Br)cc1 was read as 5HT1a antag 1, 5HT1E ag 0.2, 5HT1a ag 0.4, HTR1E antagonist -9, M1 antag -0.076 and M1 ag 0.29.
Screening O=C(CCc1ccccc1)Nc1c(F)c(F)c(F)c(F)c1F returned 5HT1a antag 6, 5HT1E ag 0.7, S1P3 ag 0.2, 5HT1a ag -0.9, HTR1E antagonist 4, M1 antag 0.23, Jurkat viability -2, S1P1 ag-PAM -16 and M1 ag -0.18.
`O=C(NCCc1ccc(Cl)cc1)C1CCN(c2cnccn2)CC1` gave 5HT1a antag 1, 5HT1E ag 0.6, S1P3 ag -0.6, 5HT1a ag 0.7, HTR1E antagonist 0, M1 antag 0.34, Jurkat viability 8, S1P1 ag-PAM 21 and M1 ag -0.59.
CCC(C)[C@H](NC(=O)N1CCCC1)C(=O)O (some centres not stated) was read as 5HT1a antag 8, 5HT1E ag -0.4, S1P3 ag -0.7, 5HT1a ag -2.2, HTR1E antagonist -2, M1 antag 0.11, Jurkat viability -7, S1P1 ag-PAM -13 and M1 ag 0.86.
COc1ccc(OCc2nn3c(-c4ccco4)nnc3s2)cc1 was read as 5HT1a antag 2, 5HT1E ag 0.1, S1P3 ag -0.7, 5HT1a ag -4.3, HTR1E antagonist 2, M1 antag 0.32, Jurkat viability 6, S1P1 ag-PAM -17 and M1 ag -0.37.
For COc1ccc(CCNC(=O)CSc2nc(-c3ccco3)cc(C(F)(F)F)n2)cc1OC the results were 5HT1a antag 0, 5HT1E ag -1.4, S1P3 ag -0.5, 5HT1a ag -0.7, HTR1E antagonist -8, M1 antag -0.76, Jurkat viability 1, S1P1 ag-PAM -9 and M1 ag -0.09.
`COc1ccc(C(=O)N(CCCO)C(C)C(=O)NC2CCCCC2)cc1OC` (configuration not stated) gave 5HT1a antag 0, 5HT1E ag -0.5, S1P3 ag -0.6, 5HT1a ag -0.7, HTR1E antagonist 1, M1 antag 0.032, Jurkat viability -10, S1P1 ag-PAM 20 and M1 ag -0.094.
For Cc1cccc(N2CCN(C(c3ccccc3)c3nnnn3CC3CCCO3)CC2)c1C (configuration not stated) the results were 5HT1a antag 28, 5HT1E ag 1.2, S1P3 ag 0.7, 5HT1a ag -0.4, HTR1E antagonist 6, M1 antag -0.48, Jurkat viability 5, S1P1 ag-PAM -19 and M1 ag 0.45.
`CC(C)C(c1nnnn1Cc1ccc2c(c1)OCO2)N1CCN(c2ccccc2)CC1` (configuration not stated) gave 5HT1a antag 15, 5HT1E ag -0.1, S1P3 ag -2.2, 5HT1a ag -2.4, HTR1E antagonist 4, M1 antag -0.34, Jurkat viability 1, S1P1 ag-PAM -15 and M1 ag 0.43.
CCOc1cccc(-c2nnc3sc(-c4ccco4)nn23)c1 was read as 5HT1E ag -0.3, S1P3 ag 3.9, 5HT1a ag -0.8, HTR1E antagonist 2, M1 antag 0.061, S1P1 ag-PAM -6 and M1 ag 0.19.
Screening CCCSc1nnc(Cc2cc(=O)[nH]c(=O)[nH]2)n1-c1cc(C)ccc1C returned 5HT1a antag 0, 5HT1E ag -0.1, S1P3 ag -1.2, 5HT1a ag -0.9, HTR1E antagonist 4, M1 antag -0.24, Jurkat viability -4, S1P1 ag-PAM -12 and M1 ag 0.3.
Screening O=C(Cn1nc(-c2ccccc2)ccc1=O)Nc1ccc(N2CCN(C(=O)c3ccccc3)CC2)cc1 returned 5HT1a antag 1, 5HT1E ag 0.0, 5HT1a ag 0.2, HTR1E antagonist -3, M1 antag -0.34 and M1 ag 0.48.
COc1ccc(OC(C)C(=O)Nc2cccc(OC)c2)cc1 (configuration not stated) was read as 5HT1a antag -5, 5HT1E ag 1.3, 5HT1a ag -0.1, HTR1E antagonist -4, M1 antag 0 and M1 ag -0.13.
For CC(C)CCn1c(=O)c2ccccc2n2c(CN(C)Cc3ccccc3)nnc12 the results were 5HT1a antag 0, 5HT1E ag 1.0, S1P3 ag -1.1, 5HT1a ag 7.3, HTR1E antagonist 13, M1 antag -0.05, Jurkat viability 13, S1P1 ag-PAM -7 and M1 ag 1.
Screening COC(=O)c1ccc(-n2nnnc2SCC(=O)N2CCCCC2)cc1 returned 5HT1a antag -7, 5HT1E ag -1.6, S1P3 ag -0.9, 5HT1a ag 2.2, HTR1E antagonist 18, Jurkat viability -2 and S1P1 ag-PAM -2.
For CCOc1ccccc1OCCCC(=O)Nc1ccc(OC)nc1 the results were 5HT1a antag -14, 5HT1E ag -0.6, S1P3 ag -0.2, 5HT1a ag -0.4, HTR1E antagonist -5, M1 antag 0.82, Jurkat viability -1, S1P1 ag-PAM -70 and M1 ag -0.24.
Screening CN1CCN(S(=O)(=O)c2ccc(NC(=O)C3CCCCC3)cc2)CC1 returned 5HT1a antag 16, 5HT1E ag -1.0, S1P3 ag -1.2, 5HT1a ag -1.7, HTR1E antagonist 17, M1 antag -0.71, Jurkat viability 9, S1P1 ag-PAM 7 and M1 ag -0.37.
Screening CC1CCCCN1c1nnc(N)s1 (configuration not stated) returned 5HT1a antag -2, 5HT1E ag -0.4, S1P3 ag -0.5, 5HT1a ag -5.9, HTR1E antagonist -2, M1 antag 0.29, Jurkat viability -2, S1P1 ag-PAM -19 and M1 ag -0.63.
`O=CN1CCN(C2CC(=O)N(c3ccc(Br)cc3)C2=O)CC1` (configuration not stated) gave 5HT1a antag -6, 5HT1E ag 0.8, S1P3 ag -0.2, 5HT1a ag -4.8, HTR1E antagonist -5, M1 antag -0.6, Jurkat viability -4, S1P1 ag-PAM -12 and M1 ag 0.39.
For O=c1c2c(nc3c(-c4ccc(Cl)cc4)c[nH]n13)CCCC2 the results were 5HT1a antag -2, 5HT1E ag 0.9, S1P3 ag -1.0, 5HT1a ag -1.3, HTR1E antagonist -14, M1 antag -0.032, Jurkat viability 5, S1P1 ag-PAM -11 and M1 ag 0.27.
For Cn1c(SCC(=O)NCc2ccc(F)cc2)nc2ccccc21 the results were 5HT1a antag -13, 5HT1E ag -0.4, S1P3 ag -0.9, 5HT1a ag 0.6, HTR1E antagonist -3, M1 antag -0.17, Jurkat viability 7, S1P1 ag-PAM 4 and M1 ag -0.16.
`O=C(Nc1sc2c(c1C(=O)NCc1ccco1)CCCC2)c1ccc2c(c1)OCO2` gave 5HT1a antag 19, 5HT1E ag 0.5, S1P3 ag -1.4, 5HT1a ag -0.9, HTR1E antagonist -5, M1 antag 0.17, Jurkat viability 12, S1P1 ag-PAM 7 and M1 ag 0.025.
`COc1ccc(C(=O)NCCNC(C)=O)cc1S(=O)(=O)NCc1ccc(Cl)cc1` gave 5HT1a antag -14, 5HT1E ag 0.8, S1P3 ag -0.9, 5HT1a ag -3.0, HTR1E antagonist -7, M1 antag 0.051, Jurkat viability -4, S1P1 ag-PAM 0 and M1 ag 0.039.
`Cc1ccc(-c2nnn(CC(=O)Nc3ccccc3-c3ccccc3)n2)c(-n2cnnn2)c1` gave 5HT1a antag 27, 5HT1E ag -0.6, S1P3 ag -0.6, 5HT1a ag -1.4, HTR1E antagonist 3, M1 antag 0.36, Jurkat viability -5, S1P1 ag-PAM -8 and M1 ag 0.72.
`CS(=O)(=O)N(Cc1nc2sc3c(c2c(=O)[nH]1)CCCC3)C1CCCCC1` gave 5HT1a antag -3, 5HT1E ag 0.2, S1P3 ag -0.8, 5HT1a ag 1.1, HTR1E antagonist -19, M1 antag 0.14, Jurkat viability 7, S1P1 ag-PAM -4 and M1 ag -0.015.
`CC1CCCN(S(=O)(=O)c2ccc(NC(=O)c3cccc(-n4cnnn4)c3)cc2)C1` (configuration not stated) gave 5HT1a antag -15, 5HT1E ag -1.7, S1P3 ag -0.3, 5HT1a ag -1.8, HTR1E antagonist 0, M1 antag 0.043, Jurkat viability 4, S1P1 ag-PAM -2 and M1 ag 1.6.
For c1ccn(-c2ncnc3sc4c(c23)CCCC4)c1 the results were 5HT1a antag 5, 5HT1E ag -0.9, S1P3 ag -1.2, 5HT1a ag -2.2, HTR1E antagonist 5, M1 antag 0.27, Jurkat viability 6, S1P1 ag-PAM -13 and M1 ag 0.76.
For CCOc1ccc(CCNC(=O)C(O)c2ccccc2)cc1 (configuration not stated) the results were 5HT1E ag 0.2, S1P3 ag -2.3, 5HT1a ag 2.6, HTR1E antagonist -3, M1 antag 0.16, S1P1 ag-PAM -25 and M1 ag -1.
O=C(CN1C(=O)C2(OCCCO2)c2ccccc21)NCc1ccccc1 was read as 5HT1a antag -1, 5HT1E ag 0.1, S1P3 ag 0.6, 5HT1a ag -1.8, HTR1E antagonist 7, M1 antag 0.41, Jurkat viability -3, S1P1 ag-PAM 15 and M1 ag -0.36.
O=C1c2ccccc2NC(c2ccccc2)N1c1ccc(O)cc1 (configuration not stated) was read as 5HT1a antag 8, 5HT1E ag 0.3, S1P3 ag -0.8, 5HT1a ag 0.4, HTR1E antagonist -7, M1 antag 0.26, Jurkat viability 5 and M1 ag 0.14.
`CCNC(=O)NC(=O)COC(=O)c1ccccc1SCC(=O)NC(=O)NCC` gave 5HT1a antag 7, 5HT1E ag 0.7, S1P3 ag 0.4, 5HT1a ag 0.7, HTR1E antagonist -14, M1 antag 0.87, Jurkat viability -6, S1P1 ag-PAM 7 and M1 ag 0.59.
For CCC(C)Nc1nc(SC(C(C)=O)C(C)=O)nc(N(C)C)n1 (configuration not stated) the results were 5HT1a antag -18, 5HT1E ag 1.0, S1P3 ag 2.1, 5HT1a ag 1.1, HTR1E antagonist -3, M1 antag -0.13, Jurkat viability -10, S1P1 ag-PAM -27 and M1 ag 1.1.
For COc1ccccc1-n1c(SCC(=O)N2CCOCC2)nc(O)c(Cc2ccccc2)c1=O the results were 5HT1a antag -4, 5HT1E ag -0.7, S1P3 ag -0.8, 5HT1a ag 2.1, HTR1E antagonist -8, M1 antag 0.0096, Jurkat viability -6, S1P1 ag-PAM 6 and M1 ag -0.51.

Three structures out of the list, sorted by SMILES length, falling:
`COc1ccc(C(=O)NCCNC(C)=O)cc1S(=O)(=O)NCc1ccc(Cl)cc1` gave 5HT1a antag -14, 5HT1E ag 0.8, S1P3 ag -0.9, 5HT1a ag -3.0, HTR1E antagonist -7, M1 antag 0.051, Jurkat viability -4, S1P1 ag-PAM 0 and M1 ag 0.039.
For Cn1c(SCC(=O)NCc2ccc(F)cc2)nc2ccccc21 the results were 5HT1a antag -13, 5HT1E ag -0.4, S1P3 ag -0.9, 5HT1a ag 0.6, HTR1E antagonist -3, M1 antag -0.17, Jurkat viability 7, S1P1 ag-PAM 4 and M1 ag -0.16.
For c1ccn(-c2ncnc3sc4c(c23)CCCC4)c1 the results were 5HT1a antag 5, 5HT1E ag -0.9, S1P3 ag -1.2, 5HT1a ag -2.2, HTR1E antagonist 5, M1 antag 0.27, Jurkat viability 6, S1P1 ag-PAM -13 and M1 ag 0.76.
